# FLuc inh – firefly luciferase inhibition. purified firefly luciferase, luminescence, 8 min. Potency, µM (series often up to 57.1 µM), for the others: top-dose activity change, negative = inhibition, hits mostly inhibitors. 72,000 tested, 2.2% active. AID 411; further: potency means the concentration at half of the fitted maximal effect; on the % scale 0 is the no-effect control and ±100 the full control effect; nearly all actives have a fitted effect of over 40% in size
#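 Firefly luciferase (PKLight detection mix) with 10 uM ATP in pH 7.2 imidazole buffer (KCl, MgCl2, Tween 20, BSA). Compounds tested across a concentration series (qHTS). Luminescence read after 8 min at ambient temperature.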
# TexasRed autofl – compounds fluorescent in Texas Red spectral region. Compound fluorescence, Texas Red channel, 547/618 nm; hits give high values. max dye-equivalent concentration, M. 59,000 tested, 0.06% active; in the data active means max dye-equivalent concentration above about 10 nM; inconclusive means between about 1.1 nM and that limit
#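 Fluorescence at ex 547/em 618 nm, normalized against an on-plate Texas Red standard series to give dye-equivalent concentration per compound concentration. Buffer 100 mM Tris, pH 8.0; 15 min RT incubation before CCD imaging.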
# ERK AVP block – inhibitors of vasopressin-stimulated ERK signaling pathway; HEK293-V1b, vasopressin-stimulated pERK AlphaScreen; Potency, µM (highest dose often 57.5 µM), without a hit: top-dose activity, negative = inhibition, actives largely listed as inhibitors; 72,000 tested, 0.99% active; AID 995; further: potency means the concentration at half of the fitted maximal effect; on the % scale 0 is the no-effect control and ±100 the full control effect; nearly all actives have a fitted effect of over 55% in size
#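 V1b-HEK293 cells; cpd 30 min 37C; 25 nM vasopressin 5 min; lyse 10 min; AlphaScreen beads 5 hr RT. Normalized to DMSO basal and 25 nM vasopressin; AC50 by Hill fit.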
# CRE Fsk mod – alters forskolin-stimulated CRE reporter signaling in CHO cells | CHO CRE-bla reporter (cAMP response element driving beta-lactamase), forskolin EC10, beta-lactamase ratio | Potency, µM (doses to about 38.2 µM), for inactives: top-dose activity change, negative = inhibition, most hits filed as activators | 71,000 tested, 2.5% active; active means well fitted activation curve with a large enough effect in the signal ratio, with a control signal flat, not every such curve was filed as active; inconclusive means small, poorly fitted or top-dose-only effect, or effect the other way, or a change in a side signal; the % refers to the signal ratio; further: potency means the concentration at half of the fitted maximal effect; % of control where 0% means no effect
#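 Modulation of forskolin signalling: compounds in titration series added with EC10 NKH 477 to CHO cells carrying a CRE-driven beta-lactamase reporter, 3 h, 37C. CCF4 FRET ratio (460/530 nm, ex 405 nm) gives %activity and AC50.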
# DNA Pol III inh – blocks replication by bacterial DNA polymerase III holoenzyme. Potency, µM (titrated, usually from 57.1 µM), for the others: top-dose activity change, negative = inhibition. 71,000 tested, 0.25% active. reconstituted DNA polymerase III holoenzyme replication, biochemical; further: potency means the concentration at half of the fitted maximal effect; on the % scale 0 is the no-effect control and ±100 the full control effect
#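 Reconstituted *E. coli* holoenzyme (0.35 nM Pol III, 1 nM beta, 154 nM SSB, 2 nM primase) was preincubated with compound for 15 min at RT. Synthesis on 1.4 nM ssM13Gori ran 35 min, then was stopped with PicoGreen/EDTA and read as dsDNA fluorescence.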
# HADH2 inhib – inhibitors of human HADH2 dehydrogenase | Potency, µM (highest dose often 57.1 µM), for inactives: at the highest dose activity change, negative = inhibition, actives largely listed as inhibitors | recombinant HADH2, NADH fluorescence, beta-hydroxybutyryl-CoA | AID 886 | 73,000 tested, 3.4% active | Q99714; further: potency means the concentration at half of the fitted maximal effect; on the % scale 0 is the no-effect control and ±100 the full control effect; nearly all actives have a fitted effect of over 60% in size; many of its hits are not listed in these tables
# Target sequence (Q99714 whole entry, looked up, one chain of several): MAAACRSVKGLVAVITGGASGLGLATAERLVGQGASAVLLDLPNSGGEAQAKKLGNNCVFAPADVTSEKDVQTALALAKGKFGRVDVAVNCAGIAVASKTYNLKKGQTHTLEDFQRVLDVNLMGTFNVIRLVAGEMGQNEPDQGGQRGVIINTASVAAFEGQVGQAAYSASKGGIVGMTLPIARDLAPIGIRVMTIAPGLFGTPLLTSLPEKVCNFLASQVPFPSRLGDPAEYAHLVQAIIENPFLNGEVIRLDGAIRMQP
#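 E. coli-expressed His-tagged HADH2 tested at 20 nM in alkaline Tris buffer (pH 9.0); oxidation of 90 uM beta-hydroxybutyryl-CoA with 1 mM NAD+ tracked fluorimetrically for 4 min.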
# Tau fil binding – tau filament binding; recombinant tau filaments, thioflavin S fluorescence, 15 h; filaments grown with octadecylsulfate alongside compound; Potency, µM (highest dose often 57.1 µM), for the others: at the highest dose activity change, negative = inhibition; 71,000 tested, 2% active; P10636; AID 596;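 further: potency means the concentration at half of the fitted maximal effect; on the % scale 0 is the no-effect control and ±100 the full control effect; actives lower thioflavin S fluorescence by blocking filaments or displacing dye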
# Target sequence (P10636 whole entry, looked up): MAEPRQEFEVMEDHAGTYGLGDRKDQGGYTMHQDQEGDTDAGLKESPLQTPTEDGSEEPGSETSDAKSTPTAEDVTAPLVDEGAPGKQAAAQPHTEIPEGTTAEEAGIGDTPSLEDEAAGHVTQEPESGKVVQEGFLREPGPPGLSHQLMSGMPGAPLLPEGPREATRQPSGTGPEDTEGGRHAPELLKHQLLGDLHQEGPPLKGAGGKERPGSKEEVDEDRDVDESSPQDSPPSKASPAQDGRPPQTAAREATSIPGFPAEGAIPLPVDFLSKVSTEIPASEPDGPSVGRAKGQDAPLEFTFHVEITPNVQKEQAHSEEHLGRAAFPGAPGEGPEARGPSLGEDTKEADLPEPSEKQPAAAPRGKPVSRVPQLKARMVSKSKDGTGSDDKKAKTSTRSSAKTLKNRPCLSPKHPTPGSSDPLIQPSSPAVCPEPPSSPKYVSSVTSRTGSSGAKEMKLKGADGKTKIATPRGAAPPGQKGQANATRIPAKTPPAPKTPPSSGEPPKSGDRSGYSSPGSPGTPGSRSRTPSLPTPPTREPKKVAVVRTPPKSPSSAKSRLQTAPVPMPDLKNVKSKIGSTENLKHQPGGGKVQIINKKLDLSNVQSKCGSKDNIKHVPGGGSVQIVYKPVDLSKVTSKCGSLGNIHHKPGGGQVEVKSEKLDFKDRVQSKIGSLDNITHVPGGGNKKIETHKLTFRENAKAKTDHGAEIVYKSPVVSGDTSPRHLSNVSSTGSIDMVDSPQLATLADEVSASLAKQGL
#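 Recombinant tau protein (human, 1 uM final) plus 30 uM ODS in HEPES pH 7.4 with NaCl, DTT and thioflavine S. Compound present from the start; fluorescence at 510 nm after 15 h, 37 C.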
# Rhodamine fluor – rhodamine region autofluorescence | max dye-equivalent concentration, M | AID 594 | 59,000 tested, 0.05% active | Rhodamine-region fluorescence, 547/598 nm, Tris buffer; hits give high values; in the data active means max dye-equivalent concentration above about 11 nM; inconclusive means between about 1.1 nM and that limit
#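 Compounds in 100 mM Tris buffer, pH 8.0, were incubated 15 min at room temperature, then read at 547 nm excitation and 598 nm emission. Fluorescence was normalized against a per-plate six-point rhodamine standard curve as dye-equivalent concentration.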
# ALOX15 inhib – 15-hLO (ALOX15) enzyme inhibition | AID 887 | 74,000 tested, 1.4% active | Potency, µM (top dose mostly 57.1 µM), for inactives: at the top dose activity change, negative = inhibition, usual class: inhibitors | P16050 | purified 15hLO-1, xylenol orange hydroperoxide absorbance; further: potency means the concentration at half of the fitted maximal effect; on the % scale 0 is the no-effect control and ±100 the full control effect; nearly all actives have a fitted effect of over 55% in size
#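 Readout: Fe(III)-xylenol orange absorbance, 573-to-405 nm ratio as reaction progress. Enzyme 40 nM purified human 15hLO-1, substrate 50 uM arachidonic acid, 6 min RT after 15 min compound preincubation; Hepes pH 7.5 buffer with Triton X-100.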
# HBB splice mod – modulators of hemoglobin beta chain splicing. Potency, µM (top dose mostly 46.1 µM), for the others: top-dose activation, usual class: activators. 65,000 tested, 0.06% active. AID 925. HBB splicing reporter cell assay, activation; EGFP reporter with mutant IVS2-654 intron; response scale: normalised to 500 nM splice-correcting PNA; further: potency means the concentration at half of the fitted maximal effect; 0% is about no effect
#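 HeLa cells stably expressing EGFP interrupted by mutant beta-globin intron 2 (IVS2-654), 500/well in 2% FCS. Treated with compound for 2 days at 37C. Splicing correction scored as total well GFP intensity (488 nm excitation, 500-520 nm emission); 500 nM antisense PNA served as control.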
# Hsp90 Hop PPI – changes Hsp90-Hop TPR2A binding signal, up or down | Potency, µM (doses to about 57 µM), for inactives: at the highest dose activity change, negative = inhibition | 71,000 tested, 0.44% active | AlphaScreen TPR2A-His6 binding biotin-Hsp90 C-terminal peptide; active means well fitted curve in either direction with a large enough effect; inconclusive means small, poorly fitted or top-dose-only effect, or another doubt; further: potency means the concentration at half of the fitted maximal effect; on the % scale 0 is the no-effect control and ±100 the full control effect; many of its hits are not listed in these tables
# Numbers without * were called inactive; i = inactive; ? = inconclusive; / = not tested or not shown; [ ] = remark or other dose. Unless noted, the call rests on the fitted dose curve; in most records, active means well fitted curve in the direction sought with a large enough effect; inconclusive means small, poorly fitted or top-dose-only effect, or another doubt; inactive means no such curve, though single readings can be large; an effect the other way counts as inactive or inconclusive. The list is partial. The share of hits here may be higher or lower than overall.
SMILES | FLuc inh | TexasRed autofl | ERK AVP block | CRE Fsk mod | DNA Pol III inh | HADH2 inhib | Tau fil binding | Rhodamine fluor | ALOX15 inhib | HBB splice mod | Hsp90 Hop PPI
Cc1cc2c(c(=O)n1CCN(C)C)C(c1ccc(Cl)cc1)C(C#N)=C(N)O2 (stereo not given) | 2.7% | ? | ? | -3.5% | -2.8% | -0.3% | -3.3% | i | 2.3% | -0.3% | -0.8%
CCOc1ccccc1NC(=O)CSc1c(C)n[nH]c1C | 0.0% | i | 0.4% | -1.1% | -3.0% | ? | 0.7% | i | -4.3% | -0.5% | -1.9%
COc1ccccc1NCCC(=O)OCC(=O)NCc1ccco1 | 6.9% | i | 15.8% | -10.8% | 46.4% | -11.2% | -14.7% | i | ? | -3.8% | -7.9%
COc1ccc(CCn2c(-c3ccco3)nc3nc4ccccc4nc32)cc1OC | -2.3% | i | -19.1% | ? | -1.8% | -13.7% | ? | i | 0.5% | 1.3%[1.84 µM] | -5.5%
Cc1c(NC(=O)c2cc(-c3ccco3)on2)c(=O)n(-c2ccccc2)n1C | 0.3% | i | 0.5% | -3.4% | 0.5% | -7.1% | -7.1% | i | 2.3% | -0.5% | -6.6%
CCC(CC)COC(=O)C(C#N)c1nc2ccccc2nc1N1CCOCC1 (stereo not given) | 1.1% | i | -20.7% | 2µM* | -7.1% | -2.9% | 3.16µM* | i | -26.4% | -3.1%[57.5 µM] | -6.7%
C[N+](C)(N)CCC[N+](C)(C)N | 1.3%[11.4 µM] | i | -0.1%[11.5 µM] | -8.1%[7.6 µM] | -3.9%[11.4 µM] | 1.0%[11.4 µM] | -5.5%[11.4 µM] | i | 12.4%[11.4 µM] | -1.5%[9.22 µM] | 9.7%[11 µM]
CO[C@H]1COC(=O)C/C=C\[C@@H](C)COC(=O)[C@@H](C)NC(=O)C/C=C\[C@@H]1C | 0.0%[11.4 µM] | / | 10.8%[11.5 µM] | / | / | -12.5%[11.4 µM] | / | / | -1.2%[11.4 µM] | 2.5%[9.22 µM] | /
CCC1CCCN1Cn1cnc2c([nH]c3ccc(OC)cc32)c1=O (stereo not given) | -2.4% | i | -18.7% | 0.1% | -4.0% | 25.1µM* | 7.7% | i | -18.4% | -0.2% | -1.8%
O=C(O)C1CCCN1C(=O)Nc1ccccc1 (stereo not given) | 2.8% | i | -17.7% | -4.4% | -2.0% | 1.9% | 4.3% | i | 10.1% | -0.3% | -2.3%

SMILES | FLuc inh | TexasRed autofl | ERK AVP block | CRE Fsk mod | DNA Pol III inh | HADH2 inhib | Tau fil binding | Rhodamine fluor | ALOX15 inhib | HBB splice mod | Hsp90 Hop PPI
O=C(Cn1ccc2ccccc2c1=O)NCCC(=O)NC1CCN(Cc2ccccc2)CC1 | 1.1% | i | 9.2% | 4.0% | -2.7% | 14.0% | 12.6% | i | 6.5% | -2.5% | -10.4%
N#Cc1ccccc1Cn1c(=O)n(CCC(=O)NCc2ccco2)c(=O)c2ccccc21 | 3.9% | i | ? | ? | -2.8% | 0.9% | 141.2% | i | -2.9% | -1.4% | 1.6%
O=C(CN1C(=O)c2ccccc2C1=O)Nc1ccc2c(c1)OCO2 | -0.3% | i | -14.3% | -11.5% | -1.7% | -9.7% | -15.5% | i | 1.0% | -0.3% | -5.4%
c1ccc(CNc2nc(-c3cccnc3)nc3ccccc23)cc1 | -1.0%[2.29 µM] | i | ? | ? | -7.1% | -7.6% | 0.5% | i | -24.1% | 0.7% | -1.0%
CCOc1cc(-c2nc(-c3cc(OC)c(OC)c(OC)c3)no2)cc(OCC)c1OCC | -1.6% | ? | 11.6% | -9.1% | 0.4% | 0.8% | -6.8% | i | 9.2% | 0.4% | -0.8%
COc1ccc(-c2noc(-c3cccc(Cl)c3)n2)cc1OC | 1.4% | i | 9.4% | 1.6% | -3.0% | 2.3% | -9.6% | i | 2.2% | -3.3% | 0.0%
OC(C#CCN1CCOCC1)c1cccs1 (stereo not given) | 0.2% | / | 14.5% | 1.8% | 0.4% | 3.5% | 6.0% | / | 2.7% | 1.2%[9.22 µM] | 0.6%
N#[N+]c1ccc(Nc2ccccc2)cc1 | -0.1%[11.4 µM] | i | 15.7%[11.5 µM] | 5.1%[7.6 µM] | -3.0%[11.4 µM] | -1.5%[11.4 µM] | 8.4%[11.4 µM] | i | -1.4%[11.4 µM] | 5.2%[9.22 µM] | -5.3%[11 µM]
CCOC(=O)Cn1nnnc1CN(Cc1ccc(OC)cc1)Cc1cc2cc(C)ccc2[nH]c1=O | 1.7% | i | ? | 1.9% | -8.3% | 8.4% | 18.0% | i | ? | / | -4.9%
COc1cc(C(=O)Nc2cc(-c3ccccc3)[nH]n2)cc(OC)c1OC | -3.6% | / | ? | 0.794µM* | 9.3%[11.4 µM] | 8.5%[11.4 µM] | 12.9%[11.4 µM] | / | 18.2%[11.4 µM] | 0.2%[0.0738 µM] | -5.6%[11 µM]

# Single records, as listed above.
# O=C(Cn1ccc2ccccc2c1=O)NCCC(=O)NC1CCN(Cc2ccccc2)CC1 is listed as FLuc inh: 1.1%; TexasRed autofl: i; ERK AVP block: 9.2%; CRE Fsk mod: 4.0%; DNA Pol III inh: -2.7%; HADH2 inhib: 14.0%; Tau fil binding: 12.6%; Rhodamine fluor: i; ALOX15 inhib: 6.5%; HBB splice mod: -2.5%; Hsp90 Hop PPI: -10.4%
# N#Cc1ccccc1Cn1c(=O)n(CCC(=O)NCc2ccco2)c(=O)c2ccccc21 is listed as FLuc inh: 3.9%; TexasRed autofl: i; ERK AVP block: ?; CRE Fsk mod: ?; DNA Pol III inh: -2.8%; HADH2 inhib: 0.9%; Tau fil binding: 141.2%; Rhodamine fluor: i; ALOX15 inhib: -2.9%; HBB splice mod: -1.4%; Hsp90 Hop PPI: 1.6%

# Additional entries:
SMILES | FLuc inh | TexasRed autofl | ERK AVP block | CRE Fsk mod | DNA Pol III inh | HADH2 inhib | Tau fil binding | Rhodamine fluor | ALOX15 inhib | HBB splice mod | Hsp90 Hop PPI
N=C1C(c2nc(-c3ccc(F)cc3)cs2)=C(O)CN1CCCN1CCOCC1 | -8.2% | i | 2.2% | ? | -5.4% | 10.9% | -23.4% | i | -0.2% | -5.8% | -4.6%
CN1CCN(c2nc(-c3ccncc3)nc3ccccc23)CC1 | 2.3% | i | ? | ? | -28.8% | -9.6% | -12.9% | i | 13.2% | 0.6% | -2.8%
CCCc1nnc(SCC(=O)N2CCCC2)n1CC1CCCO1 (stereo not given) | 0.8% | i | -6.3% | ? | 4.0% | -1.5% | 0.2% | i | 11.5% | / | 3.6%
CCN(Cc1nc2ccccc2c(=O)[nH]1)Cc1nc2cc(OC)c(OC)cc2c(=O)[nH]1 | 2.3% | i | ? | 3.98µM* | -3.8% | -2.1% | 31.4% | i | 36.0%[activator] | -5.0%[57.5 µM] | -12.8%
CCN(C(=O)c1cc2cccc(OC)c2oc1=O)c1ccccc1 | 2.6% | i | ? | ? | -9.2% | -6.1% | -4.2% | i | -3.8% | 1.8% | -6.5%
O=C(NC1CCCC1)C1C2C=CC(C2)C1C(=O)N1CCOCC1 (stereo not given) | 2.6% | i | 21.8% | 3.0% | -3.3% | -11.8% | -4.9% | i | 4.3% | / | 3.0%
Nc1ccc(Sc2nnnn2-c2ccccc2)c(Cl)c1 | 0.1% | i | -13.7% | -5.6% | 0.8% | -6.0% | 7.5% | i | -2.3% | 0.0% | -1.2%
COCc1nnc(NC(=O)CCCCCN2C(=O)c3ccccc3C2=O)s1 | -0.5% | i | -13.8% | -11.7% | -1.9% | -6.9% | -7.7% | i | -16.5% | 0.2% | -5.0%
O=C(O)C1C2CCC(O2)C1C(=O)Nc1cccc(F)c1 (stereo not given) | 6.2% | i | -0.2% | 10µM* | -6.9% | -5.3% | 9.9% | i | 15.0% | -1.3% | -3.8%
CCOC(=O)Cc1csc(NC(=O)c2ccc(Br)s2)n1 | -5.1% | i | -20.8% | 6.5% | 0.8% | -8.7% | 10.1% | i | -7.5% | -1.2% | -1.4%
COc1cc(Cl)cc(C#N)c1OCC(=O)O | -1.2% | i | 1.1% | -1.7% | -4.8% | -0.5% | 8.3% | i | 14.7% | -1.8% | 0.6%
Nn1c(SCC(=O)NCc2ccccc2)nnc1C1CC1 | 4.5% | i | 18.8% | -7.5% | 0.0% | -15.1% | 4.7% | i | 0.6% | -0.2%[57.5 µM] | -4.8%
